CSN inh: inhibitors of human CSN-mediated cullin deneddylation | Q92905 | 360,000 compounds, 0.38% hits | inhibition, % at 12.5 µM | Purified CSN, SCF-Nedd8-OG deneddylation, fluorescence polarization;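 active = pattern-corrected inhibition above about 35%, with an unprinted fluorescence ratio check between 0.5 and 1.5, limit read from the data, passing the limit was not always enough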;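 also: 0% = enzyme with substrate and 100% = substrate without enzyme; some results filed as inactive read as strong as hits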
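Assay system: purified human Csn5 enzyme expressed in HEK293T cells; measure: % inhibition; also added: SCFSkp2-Nedd8OG substrate at 10 nM final; technique: fluorescence polarization; times: reaction 90 min, room temperature; medium: Tris buffer pH 7.5, NaCl, DTT, Tween-20, trehalose, ovalbumin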
MLLE-PAM2 inh: blocks PAM2 peptide binding to the PABP1 MLLE domain. GST-MLLE / FITC-PAM2 fluorescence polarization. inhibition, % at 20 µM. 360,000 compounds, 0.36% hits. AID 588489; in the data active = inhibition above about 35%, passing the limit was not always enough;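 also: plate controls were DMSO wells with GST-MLLE for no effect and wells lacking GST-MLLE protein for full effect; some results filed as inactive read as strong as hits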
Target sequence (P11940 whole entry, looked up, the tested form may be a part): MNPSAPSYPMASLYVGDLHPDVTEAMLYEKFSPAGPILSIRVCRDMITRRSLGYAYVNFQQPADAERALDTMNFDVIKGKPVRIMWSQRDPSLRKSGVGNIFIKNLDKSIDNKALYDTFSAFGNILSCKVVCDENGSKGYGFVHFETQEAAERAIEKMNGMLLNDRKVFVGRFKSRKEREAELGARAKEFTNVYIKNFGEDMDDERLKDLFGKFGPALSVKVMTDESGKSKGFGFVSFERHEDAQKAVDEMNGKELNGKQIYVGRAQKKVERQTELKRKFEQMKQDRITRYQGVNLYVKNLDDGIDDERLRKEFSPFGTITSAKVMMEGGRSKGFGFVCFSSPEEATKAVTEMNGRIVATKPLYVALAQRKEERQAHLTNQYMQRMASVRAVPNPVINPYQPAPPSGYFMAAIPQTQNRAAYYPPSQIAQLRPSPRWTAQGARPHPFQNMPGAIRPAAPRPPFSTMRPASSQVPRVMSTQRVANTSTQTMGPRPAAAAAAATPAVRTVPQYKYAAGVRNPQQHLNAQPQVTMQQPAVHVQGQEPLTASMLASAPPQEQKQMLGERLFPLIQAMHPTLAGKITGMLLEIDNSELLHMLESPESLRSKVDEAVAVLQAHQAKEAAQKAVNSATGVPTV
Rin1 Abl inh: blocks binding of human Rin1 to Abl. TR-FRET Rin1/Abl binding, biochemical. 360,000 compounds, 0.4% hits. AID 588664. inhibition, % at 7.35 µM. P00519+Q13671; in the data active = inhibition above about 5%, passing the limit was not always enough
NadD block: blocks S. aureus nicotinate mononucleotide adenylyltransferase; purified NadD enzyme, colorimetric absorbance read-out; inhibition, % at 20 µM; 360,000 compounds, 0.78% hits; in the data active = inhibition above about 26%; also: some compounds past the cut are filed as inactive
MT1-MMP act inh: inhibitors of human MT1-MMP activation. 360,000 compounds, 0.061% hits. HT1080 RFP-PRO-GFP cells, GFP/RFP ratio fluorescence, overnight; percent of plate control window, DMSO zero. GFP/RFP ratio change, % at 20 µM. P50281;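 active = GFP/RFP ratio change of at least 30% with cell ATP level not reduced by more than half and red fluorescence within 50% of control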; also: strong numbers were not always called active
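Test system: HT1080 cells expressing an RFP-PRO-GFP fluorescent reporter construct / Compound dosing: single-point 20 µM compound, 1% DMSO / Schedule: cells overnight before dosing, compound overnight, 37 °C, 5% CO2 / Evaluation: GFP/RFP fluorescence ratio / Control set: DMSO and RFP-L50D-GFP cell wells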
Neddylation inh: blocks human cullin neddylation. P61081+Q13564. TR-FRET cullin neddylation, biochemical. calls only at 25 µM. 360,000 compounds, 0.58% hits; in the data active = inhibition above about 36%
SKN-1 block: C. elegans SKN-1 inhibition; inhibition, % at 21.8 µM; C. elegans VP596 Pgst-4::GFP/RFP ratio, acrylamide-induced, 24 h; 360,000 compounds, 0.49% hits;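 active = interference check ratio from 0.5 to 1.5 plus GFP to RFP signal ratio inhibition reaching or exceeding a fixed threshold, cut at about 30% in these data, passing the limit was not always enough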; also: some compounds called inactive have numbers as strong as hits
Rpn11 inh: Rpn11 (human) deubiquitinase inhibition | O00487 | human 26S proteasome, Ub4-pepOG fluorescence polarization; 20S core pre-blocked with epoxomicin | calls only at 20 µM | 360,000 compounds, 0.59% hits;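 active = inhibition at 20 µM, scaled to each plate's controls, above about 33%, limit read from the data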
FAS TE block: blocks the thioesterase domain of human fatty acid synthase; AID 602261; inhibition, % at 15 µM; 360,000 compounds, 0.67% hits; recombinant FAS-TE, OMFH fluorogenic substrate, fluorescence endpoint;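 active = compounds whose normalised, plate-corrected inhibition of enzyme fluorescence in the single-dose primary screen is 50% or more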;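 also: 0% = DMSO with enzyme and 100% = substrate without enzyme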
* hit, by the source's call; i = inactive; · = not tested or not shown.

Field names – A = CSN inh; B = MLLE-PAM2 inh; C = Rin1 Abl inh; D = NadD block; E = MT1-MMP act inh; F = Neddylation inh; G = SKN-1 block; H = Rpn11 inh; I = FAS TE block
canonical_smiles: CN(C)c1ccc(C(CNC(=O)COc2ccc(Cl)cc2)N2CCCC2)cc1 (stereo unspecified)
  A: 3 | B: -1 | C: 2 | D: -11 | E: -1 | F: i | G: 11 | H: i | I: -4
canonical_smiles: CCc1nc(NC(=O)NS(=O)(=O)c2ccccc2C(=O)OC)nc(OC)n1
  A: -3 | B: -2 | C: 5 | D: 3 | E: 2 | F: i | G: 6 | H: i | I: -1
canonical_smiles: O=C(Cc1ccc([N+](=O)[O-])cc1)Nc1cccc(C(=O)N2CCCC2)c1
  A: 3 | B: 9 | C: -3 | D: -6 | E: 7 | F: i | G: 17 | H: i | I: 12
canonical_smiles: CN(Cc1ccc(Br)cc1)C(=O)CCN1C(=O)c2cccc([N+](=O)[O-])c2C1=O
  A: -1 | B: 2 | C: 0 | D: -3 | E: -1 | F: i | G: 14 | H: i | I: 31
canonical_smiles: O=C(CSc1nnc(COc2ccccc2F)n1-c1ccccc1)NC1CCS(=O)(=O)C1 (stereo unspecified)
  A: 3 | B: -5 | C: 1 | D: 4 | E: 5 | F: i | G: 8 | H: i | I: -8
canonical_smiles: N#Cc1ccc(-c2csc(NC(=O)C3CC3)n2)cc1
  A: 4 | B: -12 | C: -1 | D: -2 | E: 1 | F: i | G: -3 | H: i | I: 10
canonical_smiles: CCOC(=O)[C@]12CCCC=C1N(Cc1cccc3ccccc13)C(=O)[C@H](CC(=O)N1CCCCC1)C2
  A: -2 | B: · | C: · | D: 4 | E: -17 | F: i | G: 7 | H: · | I: 10
canonical_smiles: CCOc1ccc2nc(NC(=O)CSCC(=O)Nc3cc(C)on3)sc2c1
  A: -4 | B: 4 | C: 1 | D: -1 | E: 0 | F: i | G: 23 | H: i | I: -4
canonical_smiles: COc1ccc(NC(=O)c2ccccc2C)cc1
  A: 0 | B: 0 | C: 0 | D: 5 | E: 0 | F: i | G: -1 | H: i | I: -4
canonical_smiles: CCOc1ccc(NS(=O)(=O)c2ccc(NC(=S)NC(=O)CC(C)C)cc2)cc1
  A: -3 | B: 25 | C: -3 | D: -8 | E: -12 | F: i | G: -25 | H: i | I: 18
canonical_smiles: O=C(CSc1ccccn1)NCc1ccc2c(c1)OCO2
  A: -8 | B: 6 | C: -2 | D: -4 | E: 0 | F: i | G: -4 | H: i | I: -3
canonical_smiles: COc1ccc(-c2ncncc2-c2csc(C)n2)c(O)c1OC
  A: -1 | B: 0 | C: -4 | D: 0 | E: 0 | F: i | G: 2 | H: i | I: -6
canonical_smiles: CCOc1ncccc1C(=O)N1CCN(c2cc(Cl)ccc2C)CC1
  A: -6 | B: 8 | C: 0 | D: -2 | E: 2 | F: i | G: 8 | H: i | I: 12
canonical_smiles: Cc1cccc(-n2c(Cc3cc(=O)[nH]c(=O)[nH]3)nnc2SCC(=O)N2CCc3ccccc32)c1
  A: 7 | B: -3 | C: -2 | D: -5 | E: -4 | F: i | G: -9 | H: i | I: -2
canonical_smiles: CC(C)(C)NC1=CC(=O)OC12CCCCC2
  A: -1 | B: 7 | C: 0 | D: -2 | E: -3 | F: i | G: 11 | H: i | I: -8
canonical_smiles: CCOc1ccccc1OCCCC(=O)Nc1nc2ccccc2[nH]1
  A: 2 | B: -9 | C: 2 | D: -6 | E: 5 | F: i | G: -7 | H: i | I: -2
canonical_smiles: Cn1cnnc1SC1c2cccc3cccc(c23)C1NS(=O)(=O)c1ccccc1 (stereo unspecified)
  A: 3 | B: -8 | C: 4 | D: 0 | E: -1 | F: i | G: 6 | H: i | I: -4
canonical_smiles: COc1ccccc1OCC(=O)N/N=C1/C=C(C)CC1
  A: 1 | B: -6 | C: 2 | D: -6 | E: 3 | F: i | G: 6 | H: i | I: -6
canonical_smiles: CC(=O)SCC(C)C(=O)NCc1ccccc1 (stereo unspecified)
  A: -1 | B: 2 | C: 6 | D: 1 | E: 0 | F: i | G: 5 | H: i | I: -4
canonical_smiles: COc1ccc(CNC(=O)Cn2cccc2C(=O)c2ccccc2C)cc1
  A: 1 | B: -9 | C: 5 | D: -7 | E: -1 | F: i | G: -5 | H: i | I: 2
canonical_smiles: CNc1nc(-c2ccccn2)nnc1-c1ccccc1
  A: 2 | B: 0 | C: -12 | D: 7 | E: 1 | F: i | G: -11 | H: i | I: -7
canonical_smiles: CCOC(=O)c1c(/N=C/C2C(=O)CC(C)(C)CC2=O)sc(C)c1C
  A: 2 | B: 23 | C: -2 | D: 2 | E: -4 | F: i | G: -4 | H: i | I: 3
canonical_smiles: O=C(NCc1ccccc1Cl)C1CCC(=O)N(C2CC2)C1 (stereo unspecified)
  A: 0 | B: 11 | C: -2 | D: -4 | E: 4 | F: i | G: 5 | H: i | I: 0
canonical_smiles: CCc1ccc(Nc2n[n+](-c3ccccc3)c(-c3ccc(OC)c(Br)c3)s2)cc1
  A: 0 | B: 19 | C: 2 | D: 6 | E: 4 | F: i | G: 17 | H: i | I: -143
canonical_smiles: O=C(NCc1ccccc1)C(C1CC1)n1c(=O)c(-c2ccco2)nc2ccccc21 (stereo unspecified)
  A: -1 | B: · | C: · | D: · | E: -11 | F: i | G: -1 | H: · | I: ·
canonical_smiles: CCCn1c(NC(=O)c2cccc(C)c2C)nc2ccccc21
  A: -1 | B: -8 | C: -3 | D: -1 | E: -4 | F: i | G: 11 | H: i | I: 11
canonical_smiles: O=C(N/N=C/c1cccnc1)c1cccc(Cl)c1
  A: 1 | B: 3 | C: 0 | D: -1 | E: -4 | F: i | G: 17 | H: i | I: -4
canonical_smiles: c1ccc(Nc2nc(-c3ccncc3)nc3ccccc23)cc1
  A: 4 | B: 5 | C: 0 | D: 4 | E: 3 | F: i | G: 21 | H: i | I: -10

Arranged by the number under NadD block (descending): some entries from above.
SMILES	CSN inh	MLLE-PAM2 inh	Rin1 Abl inh	NadD block	MT1-MMP act inh	Neddylation inh	SKN-1 block	Rpn11 inh
COc1ccc(NC(=O)c2ccccc2C)cc1	0	0	0	5	0	i	-1	i
O=C(CSc1nnc(COc2ccccc2F)n1-c1ccccc1)NC1CCS(=O)(=O)C1 (stereo unspecified)	3	-5	1	4	5	i	8	i
O=C(N/N=C/c1cccnc1)c1cccc(Cl)c1	1	3	0	-1	-4	i	17	i
CC(C)(C)NC1=CC(=O)OC12CCCCC2	-1	7	0	-2	-3	i	11	i
Cc1cccc(-n2c(Cc3cc(=O)[nH]c(=O)[nH]3)nnc2SCC(=O)N2CCc3ccccc32)c1	7	-3	-2	-5	-4	i	-9	i

A few values from the list:
Entry for COc1ccc(CNC(=O)Cn2cccc2C(=O)c2ccccc2C)cc1 under NadD block: -7
Entry for CC(C)(C)NC1=CC(=O)OC12CCCCC2 under NadD block: -2

By substructure: the entries above containing a nitro group on carbon (two)
Field names – A = CSN inh; B = MLLE-PAM2 inh; C = Rin1 Abl inh; D = NadD block; E = MT1-MMP act inh; F = Neddylation inh; G = SKN-1 block; H = Rpn11 inh; I = FAS TE block
canonical_smiles: O=C(Cc1ccc([N+](=O)[O-])cc1)Nc1cccc(C(=O)N2CCCC2)c1
  A: 3 | B: 9 | C: -3 | D: -6 | E: 7 | F: i | G: 17 | H: i | I: 12
canonical_smiles: CN(Cc1ccc(Br)cc1)C(=O)CCN1C(=O)c2cccc([N+](=O)[O-])c2C1=O
  A: -1 | B: 2 | C: 0 | D: -3 | E: -1 | F: i | G: 14 | H: i | I: 31

Part of the list above in a different format:
canonical_smiles	CSN inh	MLLE-PAM2 inh	Rin1 Abl inh	NadD block	MT1-MMP act inh	Neddylation inh	SKN-1 block	Rpn11 inh	FAS TE block
CCOC(=O)[C@]12CCCC=C1N(Cc1cccc3ccccc13)C(=O)[C@H](CC(=O)N1CCCCC1)C2	-2	·	·	4	-17	i	7	·	10
CCOC(=O)c1c(/N=C/C2C(=O)CC(C)(C)CC2=O)sc(C)c1C	2	23	-2	2	-4	i	-4	i	3

Hits appear at their usual frequency, and some 3.9% of all compounds hit somewhere here.
